Assay outcomes as filed in PubChem BioAssay.
CCR6 antag: CCR6 (human) receptor antagonism | inhibition, % at 20 µM | CHO-K1 CCR6 PathHunter beta-arrestin, luminescence, CCL20-stimulated | 340,000 tested, 0.49% active | P51684;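 active = compounds whose inhibition of the agonist-driven luminescence signal at 20 µM reaches about 50%, limit read from the data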;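 also: cells stimulated with CCL20 at 14 nM final; plate controls were DMSO with CCL20 for no effect and DMSO without agonist for full effect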
ATG4B inh: inhibitors of human ATG4B cysteine protease | Q9Y4P1 | ATG4B cleavage of LC3-PLA2, NBD-HPC fluorescence, 1 h | inhibition, % at 8.33 µM | 340,000 tested, 0.51% active; in the data active = inhibition above about 40%
APJ antagonist: antagonists of human APJ apelin receptor; CHO-K1 APJ beta-arrestin complementation, luminescence; inhibition, % at 20 µM; 330,000 tested, 0.32% active; AID 2521;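 active = inhibition above about 40% at 20 µM, limit read from the data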;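 also: cells challenged with 10 nM apelin-13 agonist together with compound; plate controls were apelin-13 plus DMSO wells for no effect and DMSO wells lacking apelin-13 for full effect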
APJ ag: APJ receptor agonism; P35414; CHO-K1 APJ PathHunter beta-arrestin, luminescence; 0% DMSO wells, 100% apelin; activation, % at 20 µM; 330,000 tested, 0.11% active; AID 2520;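 active = activation more than six SD over the plate average, tested at 20 µM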;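 also: 0% = DMSO alone and 100% = apelin-13 at 10 nM; some results filed as inactive read as strong as hits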
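system = engineered CHO-K1 APJ arrestin reporter cells | input = 1000 cells per well | timing = overnight seeding, 90 min compound at 25 °C, 1 h detection | measured by = enzyme-fragment complementation luminescence | read-out = beta-arrestin recruitment to APJ as agonist activity, luminescent signal | control set = negative DMSO alone, positive Apelin-13 at 10 nM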
CXCR6 block: CXCR6 (human) receptor inhibition. O00574. CHO-K1 PathHunter CXCR6 beta-arrestin, luminescence. inhibition, % at 20 µM. 360,000 tested, 0.36% active. AID 602244; in the data active = inhibition above about 34%, passing the limit was not always enough;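 also: antagonist mode with CXCL16 agonist at 10 nM final; 0% = 10 nM CXCL16 with DMSO and 100% = unstimulated wells without agonist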
Target sequence (O00574 whole entry, looked up): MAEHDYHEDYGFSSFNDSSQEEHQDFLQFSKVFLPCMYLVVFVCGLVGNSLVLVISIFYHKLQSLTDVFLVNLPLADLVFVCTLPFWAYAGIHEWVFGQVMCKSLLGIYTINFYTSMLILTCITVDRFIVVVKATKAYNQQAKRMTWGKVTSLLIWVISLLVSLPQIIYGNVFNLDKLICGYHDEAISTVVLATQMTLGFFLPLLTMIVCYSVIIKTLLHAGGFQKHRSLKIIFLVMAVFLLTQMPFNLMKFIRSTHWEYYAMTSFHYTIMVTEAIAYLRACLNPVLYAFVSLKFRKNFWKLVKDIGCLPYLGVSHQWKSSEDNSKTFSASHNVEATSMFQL
UBC13 inh: blocks human UBC13 polyubiquitin chain formation. TR-FRET. inhibition, % at 20 µM. 330,000 tested, 0.47% active. AID 485273; in the data active = inhibition above about 45%, passing the limit was not always enough
Target sequence (P61088 whole entry, looked up): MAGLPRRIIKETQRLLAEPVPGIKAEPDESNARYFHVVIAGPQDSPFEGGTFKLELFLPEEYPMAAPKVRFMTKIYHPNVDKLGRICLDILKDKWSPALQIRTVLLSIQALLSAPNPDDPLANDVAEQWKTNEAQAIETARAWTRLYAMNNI
Gli-Sufu block: Gli-Sufu pathway antagonism. inhibition, % at 5 µM. AID 588413. 340,000 tested, 0.74% active. Sufu-KO-LIGHT fibroblasts, Gli luciferase reporter luminescence;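 active = inhibition above about 55%, limit read from the data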;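 also: 0% = DMSO-treated cells and 100% = wells with medium but no cells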
EBI2 block: blocks human EBI2 receptor beta-arrestin signaling; EBI2 beta-arrestin recruitment, luminescence, 7a,25-OHC stimulated; P32249; inhibition, % at 5 µM; 360,000 tested, 0.81% active; in the data active = inhibition above about 38%;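 also: enzyme fragment complementation signal reports receptor beta-arrestin coupling in cells; 0% = agonist plus DMSO wells and 100% = wells without agonist; some results beyond the cut were filed as inactive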
Target sequence (P32249 whole entry, looked up, the tested form may be a part): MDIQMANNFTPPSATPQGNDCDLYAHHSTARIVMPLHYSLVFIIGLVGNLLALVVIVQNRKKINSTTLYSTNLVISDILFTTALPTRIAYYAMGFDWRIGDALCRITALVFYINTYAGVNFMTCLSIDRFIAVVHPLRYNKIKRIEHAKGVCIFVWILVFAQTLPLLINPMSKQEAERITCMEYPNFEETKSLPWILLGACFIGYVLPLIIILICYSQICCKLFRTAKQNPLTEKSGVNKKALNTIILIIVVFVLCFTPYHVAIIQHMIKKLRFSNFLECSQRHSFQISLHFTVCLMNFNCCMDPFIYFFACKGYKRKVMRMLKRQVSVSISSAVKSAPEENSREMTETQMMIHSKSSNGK
Numbers without * were called inactive; . = not tested or not shown.

SMILES	CCR6 antag	ATG4B inh	APJ antagonist	APJ ag	CXCR6 block	UBC13 inh	Gli-Sufu block	EBI2 block
CCOc1ccc(-c2cnc3n2CCC3)cc1	10	0	6	-4	-2	8	30	-8
CCOc1ccc(CNS(=O)(=O)c2c(C)nc3scc(C)n3c2=O)cc1OC	2	-13	10	-1	-8	0	-1	0
Cc1ccc(C(=O)NNC(=O)C2CCN(Cc3ccccc3)CC2)cc1	1	-2	3	-5	-13	1	-9	-9
CCO[C@@H]1OC(C(N)=O)=C[C@H](C2CCCCC2)[C@H]1CCCO	5	2	-43	6	3	-10	38	4
CCn1c(-c2ccsc2)nc2c1c(=O)[nH]c(=O)n2Cc1ccccc1	3	5	14	-4	7	0	62*	7
Fc1ccc(CCN2CCN=C2Nc2ccccc2)cc1	11	2	20	0	-2	14	2	-14
COc1cc(OC)c(-c2nc(-c3ccncc3)no2)cc1OC	0	-2	4	5	6	-3	-2	6
Cc1cc(C)n(-c2cc(N3CCN(C(=O)c4cccc(Br)c4)CC3)ccc2[N+](=O)[O-])n1	14	-16	12	2	6	-12	6	42
CC(C)CC(=O)Nc1cc(NC(=O)CC(C)C)cc(C(=O)NC(C)(C)C)c1	-2	-8	6	-1	-3	0	3	8
CC1(C)CC2CC(C)(CN2C(=O)COC(=O)c2cccc([N+](=O)[O-])c2)C1 (configuration not stated)	11	-2	9	-2	1	-9	12	-6
CC1CC=C(O)C12OCC(C)(C)CO2 (configuration not stated)	3	-1	.	.	-9	.	10	-16
O=C(N/N=C/C=C/c1ccccc1[N+](=O)[O-])c1cccnc1	6	4	-15	-1	-7	-16	7	-15
Cc1ccc(C)c(C(C)NC(=O)c2ccccc2Br)c1 (configuration not stated)	6	-6	0	6	0	-3	-5	1
CN(C)C(=O)CNc1n[nH]c(=S)[nH]c1=O	4	4	-5	1	10	-2	-4	9
CN1C(C(=O)NCc2ccccc2)CC2Cn3c(nc4ccccc43)C21 (configuration not stated)	3	-13	-1	8	8	-2	-5	-24
O=C(Nc1ncccc1O)c1ccc(Cl)c(S(=O)(=O)N2CCCCCC2)c1	5	1	0	-2	5	-4	-6	0
CCn1nc(C)c(Br)c1-c1nc(CS(=O)(=O)c2ccc(F)cc2)no1	2	-5	9	-2	-1	-9	7	0
C/C=C/C(=O)OCC(=O)Nc1ccc(SC(F)F)cc1	16	-6	4	-2	3	-5	-6	7
Cc1ccc(OCc2nn3c(-c4ccco4)nnc3s2)cc1	1	-11	-1	0	5	-4	3	1
O=C(N/N=C/c1ccco1)c1ccccn1	-4	1	12	1	-7	-10	-22	-5
Cc1ccc(CCNC(=O)c2nnn(-c3cc(C)cc(C)c3)c2N)cc1	19	-4	1	-5	1	-4	2	3
CN(C)c1ccc(NC(=O)CSc2nc3ccccc3c(=O)n2C2CCCCC2)cc1	9	21	32	11	0	-18	1	15
CCOc1ccc(NC(=O)CN(C)C(=O)CCCOc2ccc(Cl)c(C)c2)cc1OCC	9	-4	-4	5	2	-8	5	10
O=C1NC(=O)C(Cc2ccccc2)(c2cccnc2)N1 (configuration not stated)	6	5	19	-1	5	-3	-1	-6
COc1cccc(CN=C2Nc3ccccc3CS2)c1	-4	-4	3	1	-7	2	-13	5

The final seven entries of the section before come first, to join the parts.
SMILES	CCR6 antag	ATG4B inh	APJ antagonist	APJ ag	CXCR6 block	UBC13 inh	Gli-Sufu block	EBI2 block
Cc1ccc(OCc2nn3c(-c4ccco4)nnc3s2)cc1	1	-11	-1	0	5	-4	3	1
O=C(N/N=C/c1ccco1)c1ccccn1	-4	1	12	1	-7	-10	-22	-5
Cc1ccc(CCNC(=O)c2nnn(-c3cc(C)cc(C)c3)c2N)cc1	19	-4	1	-5	1	-4	2	3
CN(C)c1ccc(NC(=O)CSc2nc3ccccc3c(=O)n2C2CCCCC2)cc1	9	21	32	11	0	-18	1	15
CCOc1ccc(NC(=O)CN(C)C(=O)CCCOc2ccc(Cl)c(C)c2)cc1OCC	9	-4	-4	5	2	-8	5	10
O=C1NC(=O)C(Cc2ccccc2)(c2cccnc2)N1 (configuration not stated)	6	5	19	-1	5	-3	-1	-6
COc1cccc(CN=C2Nc3ccccc3CS2)c1	-4	-4	3	1	-7	2	-13	5
CCc1cccc(NC(=O)Nc2cccs2)c1	8	-9	-16	-1	-3	3	34	-16
COc1ccc(CCNC(=O)c2ccc(CS(=O)(=O)c3ccc(C)cc3)o2)cc1OC	7	-12	10	-1	-13	4	8	5
CCOC(=O)C1(Cc2ccccc2C)CCCN(S(=O)(=O)c2cccnc2)C1 (configuration not stated)	13	16	16	-3	3	8	1	-6
COC(=O)c1ccccc1Nc1cc(C)nc2nc(C)nn12	9	-2	-48	-5	-2	-4	-7	-2
Cc1nc2cc(NC(=O)Nc3ccc(Br)cc3)ccc2o1	-16	-9	8	-3	-3	-2	-93	1
COc1ccc(-n2cccc2/C=C2\C(=N)N3N=C(c4ccco4)SC3=NC2=O)cc1	29	40*	-5	-6	20	-22	-1	2
CCC1Sc2ccc(S(=O)(=O)CCC(=O)NCc3cccs3)cc2NC1=O (configuration not stated)	4	-3	-12	4	-3	-5	-7	6
CC(=O)Nc1ccc2[nH]c3ccccc3c2c1	-3	3	15	-3	-3	1	-6	-5
COc1ccc(C(=O)Nc2cccc(C(C)=O)c2)cc1OC	-20	-2	-1	-2	-9	-3	-2	-6
C=C(C)Cn1c(=O)c2c(nc3n2CCCN3Cc2ccccc2)n(C)c1=O	26	2	23	-2	17	3	-1	3
COc1ccc(OCc2cc(C(=O)NC(C)Cn3cncn3)no2)c(Cl)c1 (configuration not stated)	-1	2	-4	-1	-1	-6	-22	-4
N#Cc1ccc(OCC(=O)OCC(=O)NCCC2=CCCCC2)cc1	-17	-2	0	3	0	-9	4	-9
O=C(COC(=O)CCc1ccccc1)NC12CC3CC(CC(C3)C1)C2	6	-1	-2	-2	0	-3	-4	-1
Cc1nc(-c2ccc(NS(=O)(=O)c3ccccc3)cc2)cs1	4	-3	-14	-1	-7	-1	-21	7
Cc1onc(-c2ccccc2)c1C(=O)Nc1cccc(C#N)c1	5	1	0	1	-7	11	1	0
O=C(O)c1ccc2cccc(O)c2n1	-12	-5	-13	6	-5	-23	20	-1
N/C(=N\OC(=O)COc1ccc([N+](=O)[O-])cc1)c1ccncc1	-1	-7	-4	0	-2	-4	-2	-7
Cc1ccc(NC(=O)Cc2nc(-c3c[nH]c(C(=O)N4CCCC4)c3)cs2)c(C)c1	-3	2	9	-1	1	15	-9	-5
CCC(=O)N1CCc2cc(S(=O)(=O)N3CCc4ccccc4C3)ccc21	1	-4	5	-5	-5	-3	-1	-9
CC(=O)Nc1ccc2nc(NC(=O)c3ccc([N+](=O)[O-])o3)sc2c1	30	0	22	-2	11	-38	5	5
CC(=O)NCCc1nc2cc(NC(=O)c3cccs3)ccc2n1C	0	-7	-1	-2	-6	8	3	-4
COc1ccc(/C=N\NC(=O)C2C(=O)NCC2c2ccccc2)cc1O (configuration not stated)	-13	4	-18	-1	-2	-8	-5	-9
Cc1cccc(NC(=O)Nc2ccc(C)c(C)c2)n1	-13	10	-1	-5	-2	1	-76	0
Cc1ccc(NC(=O)CSc2n[nH]c(-c3ccco3)n2)cc1	-8	-5	8	-1	-4	-3	1	1
O=C(NCCS(=O)(=O)NC1CCCC1)c1ccccc1	-1	4	-43	-4	-2	-4	7	-2

Molecules shown so far that have a Cl atom (three):
SMILES	CCR6 antag	ATG4B inh	APJ antagonist	APJ ag	CXCR6 block	UBC13 inh	Gli-Sufu block	EBI2 block
O=C(Nc1ncccc1O)c1ccc(Cl)c(S(=O)(=O)N2CCCCCC2)c1	5	1	0	-2	5	-4	-6	0
CCOc1ccc(NC(=O)CN(C)C(=O)CCCOc2ccc(Cl)c(C)c2)cc1OCC	9	-4	-4	5	2	-8	5	10
COc1ccc(OCc2cc(C(=O)NC(C)Cn3cncn3)no2)c(Cl)c1 (configuration not stated)	-1	2	-4	-1	-1	-6	-22	-4

Ordered by formula weight (highest first): part of the list above
SMILES	CCR6 antag	ATG4B inh	APJ antagonist	APJ ag	CXCR6 block	UBC13 inh	Gli-Sufu block	EBI2 block
Cc1ccc(NC(=O)Cc2nc(-c3c[nH]c(C(=O)N4CCCC4)c3)cs2)c(C)c1	-3	2	9	-1	1	15	-9	-5
COc1ccc(OCc2cc(C(=O)NC(C)Cn3cncn3)no2)c(Cl)c1 (configuration not stated)	-1	2	-4	-1	-1	-6	-22	-4
COc1ccc(C(=O)Nc2cccc(C(C)=O)c2)cc1OC	-20	-2	-1	-2	-9	-3	-2	-6

Next section:
SMILES	CCR6 antag	ATG4B inh	APJ antagonist	APJ ag	CXCR6 block	UBC13 inh	Gli-Sufu block	EBI2 block
O=C(O)c1ccn(CSc2cc(Cl)ccc2Cl)n1	3	3	3	-2	4	4	-2	5
COc1ccc(NS(=O)(=O)c2cccc(C(=O)NCCc3ccc(S(N)(=O)=O)cc3)c2)cc1	2	-2	0	-4	8	3	1	-8
Cc1cc(=O)oc2c1c(C)nn2-c1ccc(Br)cc1	8	12	-1	-2	8	-10	-16	13
COc1ccc(NC(C)c2cc(Cl)ccc2O)cc1 (configuration not stated)	10	-5	9	-1	-3	4	7	11
COc1cc(OC)c(C2N(c3ccc(Cl)c(Cl)c3)C(=O)C3CCCN32)cc1OC (configuration not stated)	-1	-11	18	-1	9	-9	-3	-5
COCc1cc(C)nc(SCC[N+](C)(C)CC(=O)Nc2cccc(C(F)(F)F)c2)c1C#N	10	2	13	3	-2	30	-2	-4
O=C(c1nc2ccc(Cl)cn2c1CNCC[C@@H]1C[C@@H]2C=C[C@H]1C2)N1CCCCCCC1	4	4	9	-4	-6	15	40	61*
COc1ccc(N2C(=O)c3ccccc3C(C)(C)C2=O)cc1	4	-4	-1	-3	7	4	-15	-4
Cc1ccc(NC(=O)/C(C#N)=C/c2cn(CC(=O)NCc3ccco3)c3ccccc23)cc1C	8	-2	12	0	4	-12	2	1
COc1ccc(NC(=S)N(CCCN2CCOCC2)Cc2cn(C)c3ccccc23)cc1	0	-12	-11	-3	11	5	14	18
CC(=O)Oc1ccc2ccccc2c1C(NC(=O)Cc1ccccc1)c1ccc(Cl)cc1 (configuration not stated)	3	-16	2	0	12	-16	3	17
CCN(CC(=O)Nc1c(F)cccc1F)C(=O)CSc1nc(C)cc(C)n1	-7	8	7	1	1	0	-1	-10
CS(=O)(=O)NN1C(=O)c2ccccc2NC1c1ccccc1 (configuration not stated)	8	2	-4	3	-6	15	-3	-2
CCOc1ccc(S(=O)(=O)NCC(=O)NC2CCCCC2)cc1	-6	7	-2	-1	-4	2	-2	-1
O=C(NCCCN1CCOCC1)c1ccc(NS(=O)(=O)c2cccc([N+](=O)[O-])c2)cc1	13	0	0	6	4	-3	-7	-2
CCN(CC(=O)NC(C)(C)C)C(=O)c1ccccc1SCC(=O)NC1CCCCCCC1	4	5	-1	7	0	-6	1	2
CCc1ccc(N2CC(C(=O)NNC(=O)c3ccc(F)cc3)CC2=O)cc1 (configuration not stated)	9	7	-3	0	-3	-3	-6	5
O=C(Nc1nc2cc3c(cc2s1)OCCO3)C1CCCCC1	-4	-2	4	1	-13	2	-143	-16
